Bioassay records (PubChem)
GAA glycogen = inhibitors or activators of human alpha-glucosidase glycogen cleavage; AID 2100; recombinant GAA, glycogen substrate, Amplex Red glucose oxidase fluorescence; P10253; Potency, µM (doses to about 76.4 µM), for inactives: top-dose activity change, negative = inhibition, usual class: inhibitors; actives 0.38% (n = 300,000); active = well fitted inhibition curve with a large enough effect; inconclusive = small, poorly fitted or top-dose-only effect, or another doubt; inactive = no such curve, though single readings can be large or run the other way;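 note: 0% = full enzyme reaction and -100% = no-enzyme basal signal; the screen sought inhibitors and activators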
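Recombinant enzyme (4 nM final) with compounds titrated up to 77 uM and bovine liver glycogen (30 ug) in citrate pH 5.0, 0.01% Tween-20, 37 C 40 min. Released glucose detected by Amplex Red/glucose oxidase (Ex 573/Em 610); AC50 from Hill fits.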
Active calls of the source: *; ? = inconclusive; & = joins results of further samples; [ ] = another dose, or the depositor's remark. Potency is the fitted concentration of half-maximal effect.

SMILES	GAA glycogen
Cc1c(NC(=O)c2sc3c([N+](=O)[O-])cccc3c2Cl)cccc1-c1nc2ccccc2o1	8.3%[76.3 µM]
O=C(Cc1cc2ccccc2o1)NCc1ccc(F)cc1	-1.2%
COc1ccc(N2CCN(CC(O)COc3ccc(C(C)(C)C)cc3)CC2)cc1 (stereo not drawn)	2.2%[76.3 µM]
CCOC(=O)N1CCN(Cc2nc3cc(NC(C)=O)ccc3n2CC)CC1	-0.8%
O=c1cc(-c2ccccc2)nc2cc(-c3ccc(Br)cc3)[nH]n12	0.0%
COc1ccccc1-c1c(C)nn2c(C(F)(F)F)cc(-c3ccccc3)nc12	11.5%[76.3 µM]
COC(=O)c1ccc(NS(=O)(=O)c2ccc(-c3cc(C)no3)s2)cc1	-7.8%[76.3 µM]
COc1cc2c(cc1OC)C(C)N(S(=O)(=O)c1cccs1)CC2 (stereo not drawn)	-7.0%
CC(C)c1ccc(S(=O)(=O)N2CCN(C(=O)C3CCCC3)CC2)cc1	1.8%
COc1ccccc1C(=O)Nc1nc2nc(C)cc(=O)n2[nH]1	1.2%[76.3 µM]
COc1ccc2nc(NC(=O)c3cc(=O)c4ccccc4o3)sc2c1	11.6%[76.3 µM]
COc1ccccc1NC(=O)CN(C)S(=O)(=O)c1cccc2cccnc12	2.2%&-5.1%[76.3 µM]

Next structures follow:
SMILES	GAA glycogen
CNC(=O)c1cccc(NC(=O)CCCNC(=O)c2ccc(Cl)cc2)c1	-6.5%
CC(Oc1ccc([N+](=O)[O-])cc1)C(=O)NCC1CCCO1 (stereo not drawn)	-2.9%[76.3 µM]
CCOc1ccccc1NC(=O)C(=O)c1cc(C)n(-c2cccc(C)c2C)c1C	0.5%[76.3 µM]
O=C(Nc1c2c(nn1-c1ccccc1)CS(=O)(=O)C2)c1ccc2c(c1)OCO2	3.5%[76.3 µM]
CCCC(=O)N(c1ccc2oc3c(c2c1)CCCC3)S(=O)(=O)c1ccc(CC)cc1	7.9%[76.3 µM]
CCCCN(CCCNC(=O)c1ccc(CS(=O)(=O)c2c(Cl)cccc2Cl)o1)Cc1ccccc1	-6.6%[76.3 µM]
CCN(CC)Cc1c(C(=O)N/N=C/c2cccs2)nnn1-c1nonc1N	-17.6%
Cc1ccc(C)c(NC(=O)c2cnn(-c3ccccc3)c2C)c1	4.4%[76.3 µM]
CCn1c(Oc2ccc(F)cc2F)nc2c1c(=O)n(C)c(=O)n2C	6.7%[76.3 µM]
O=C(CN1C(=O)c2ccccc2C1=O)Nc1cccc(O)c1	-22.6%[76.3 µM]
Cc1ccc(Cn2cnc3c(oc4ccccc43)c2=O)cc1	-0.7%[76.3 µM]
CCOC(=O)c1sc(NC(=S)NC(=O)c2cccc(OC)c2)nc1C	0.2%

Remaining list, next part:
SMILES	GAA glycogen
Cc1cc(C)n(CCC(=O)N2CCN(S(=O)(=O)c3ccccc3)CC2)n1	7.8%
COc1ccc(/C=C/C(=O)N2CC(C)OC(C)C2)cc1OC (stereo not drawn)	-11.7%[76.3 µM]
Cc1ccc(S(=O)(=O)Nc2c(NC3CCCCC3)c3ccccc3oc2=O)c(C)c1	-24.2%[76.3 µM]
O=C(/C=C/c1c(F)cccc1Cl)NCCCN1CCOCC1	-0.7%[76.3 µM]
CNc1nc(N)c([N+](=O)[O-])c(N2CCCCCC2)n1	3.3%
Cc1cc(NC(=O)CCC(=O)N(C(C(=O)NC(C)(C)C)c2ccccc2Cl)C(C)(C)C)no1 (stereo not drawn)	3.9%
CCC(=O)Nc1ccc(N2CCN(C(=O)c3ccco3)CC2)c(Cl)c1	-2.5%[76.3 µM]
CCCn1c(C(C)Nc2nc(-c3ccc(C)cc3)cs2)nc2cc(Cl)c(Cl)cc21 (stereo not drawn)	7.4%[76.3 µM]
COc1ccc(C2C=C(c3ccccc3)Nc3nc(NC(=O)/C=C/c4ccccc4)nn32)cc1 (stereo not drawn)	-6.8%[76.3 µM]
Cc1c(C(=O)Nc2cccc(-c3nc4ccccc4s3)c2)oc2ccc(F)cc12	-1.3%[76.3 µM]
COc1ccc(N2CCN(C(CNC(=O)c3ccc(OC)c(OC)c3)c3cccnc3)CC2)cc1 (stereo not drawn)	-4.6%[76.3 µM]
COc1ccc(N(CC(=O)NCc2ccccc2C)S(=O)(=O)c2ccc(C)cc2)cc1OC	2.4%

(more compounds)
SMILES	GAA glycogen
Cc1ccc(CNC(=O)[C@@H](NC(=O)C2CCN(C(=O)[C@@H](N)CC(C)C)CC2)C(C)C)cc1	18.9%[76.3 µM]
Brc1ccc(-c2nc(-c3ccncc3)no2)cc1	-4.2%
O=C(NC1CCCC1)C(c1ccncc1)N(C(=O)c1csnn1)c1ccccc1 (stereo not drawn)	3.8%
COc1ccc(-c2nc(CSc3nncn4c3cc3occc34)c(C)o2)cc1	-18.3%[76.3 µM]
CCOC(=O)c1ccc(NC(=O)c2cn(-c3ccccc3)nc2-c2ccc(C)cc2)cc1	10.3%[76.3 µM]
COc1ccc(OCC(O)Cn2c(N3CCCCC3)nc3c2c(=O)[nH]c(=O)n3C)cc1 (stereo not drawn)	-1.3%[76.3 µM]
COc1ccc(-n2c(=O)c3c4c(sc3n(Cc3ccccc3)c2=O)CN(C(C)=O)CC4)cc1OC	7.5%[76.3 µM]
CC(C)[C@@H](NC(=O)OC(C)(C)C)C(=O)NCC1CCC(C(=O)N[C@@H](Cc2ccccc2)C(=O)O)CC1 (stereo partly drawn)	6.1%
CC(C)(C)OC(=O)NC1CC2CCCC(C1)N2Cc1ccccc1 (stereo not drawn)	1.0%[76.3 µM]
COc1cc(C(=O)NCCNc2nc3c(C)c(C)ccc3cc2C#N)cc(OC)c1OC	-10.8%[3.05 µM]
CC(C)n1cc(C(=O)NC2CC(C)(C)Cc3c2cnn3-c2ccccc2)cn1 (stereo not drawn)	-6.2%[76.3 µM]
O=C1C(=O)N(c2ccccn2)C(c2cccc(F)c2)/C1=C(/O)c1ccccc1 (stereo not drawn)	0.2%

Shown field by field: entries from further up
CC(C)[C@@H](NC(=O)OC(C)(C)C)C(=O)NCC1CCC(C(=O)N[C@@H](Cc2ccccc2)C(=O)O)CC1 (stereo partly drawn)
  GAA glycogen: 6.1%
CC(C)(C)OC(=O)NC1CC2CCCC(C1)N2Cc1ccccc1 (stereo not drawn)
  GAA glycogen: 1.0%[76.3 µM]

Continuation.
SMILES	GAA glycogen
CSc1ncc(C(=O)Nc2ccc(Cl)cc2)c(C)n1	4.4%
Cc1nc2nc(SCC(=O)NC(C)c3ccccc3)nn2c(C)c1Cc1c(F)cccc1Cl (stereo not drawn)	-5.9%[76.3 µM]
CCN1Cc2cccc(C(=O)Nc3ccc(F)cc3)c2C1=O	-0.6%[76.3 µM]
Cn1cc(S(=O)(=O)c2ccc(Cl)cc2)c(=O)c2cc(F)c(N3CCCCCC3)cc21	7.9%[76.3 µM]
CCCc1cc(=O)oc2cc(C)cc(OCC(=O)NC3CC3)c12	12.6%[76.3 µM]
COc1ccc(C(=O)NNC(=S)NC(=O)c2ccc(OC)cc2)cc1	17.2%[76.3 µM]
CN1CCN(c2ccc(NC(=O)c3ccc(Br)o3)cc2)CC1	-3.2%[76.3 µM]
Cc1ccc2c(c1)N(CC(=O)NCCc1ccccc1)C(=O)c1cccnc1O2	-3.5%[76.3 µM]
Cc1cc2ncn(-c3ncccc3[N+](=O)[O-])c2cc1C	7.1%[76.3 µM]
Cc1ccc(C(=O)Nc2ccc(NC(=O)c3cccs3)cc2)c(C)c1	-0.8%
O=C(NC1CCCCC1)c1cc(-c2ccc(F)cc2)on1	1.8%
CCc1ccc(CN2CCC(n3nccc3NC(=O)c3ccccc3Cl)CC2)cc1	-3.7%[76.3 µM]

(cont.)
SMILES	GAA glycogen
O=C(Nc1cccc(C(=O)N2CCOCC2)c1)c1ccc([N+](=O)[O-])cc1	-4.0%[76.3 µM]
CC(=O)Nc1ccc(OCc2nnc(-c3ccccc3)o2)cc1	15.6%[76.3 µM]
COc1ccc(OCC(=O)N2CCCC2=O)c([N+](=O)[O-])c1	-7.0%[76.3 µM]
C=Cc1ccc(Cn2c(C(=O)O)c(CNCc3ccccc3)c3ccc(OC)cc32)cc1	17.7%[76.3 µM]
COc1ccc(C2CC(=O)NC(NC(=O)c3ccc(Br)cc3)=N2)c(OC)c1OC (stereo not drawn)	?
O=C(N1CCCCC1)C1(S(=O)(=O)c2ccccc2)CC=CC1	17.0%[76.3 µM]
Cc1nc2cc(-c3cccc(F)c3)nn2c(C)c1CCC(=O)NC1CCCCC1	-4.6%[76.3 µM]
C/C(=N/NC(=O)CNC(=O)c1cccnc1)c1ccccc1	-7.5%
Cc1ccccc1Nc1cc(C(=O)NC2CCC(C)CC2)c2ccccc2n1 (stereo not drawn)	17.0%[76.3 µM]
COc1cccc(NC(=O)CSc2nc3ccccc3nc2N2CCOCC2)c1	9.1%&6.9%[76.3 µM]
CCOC(=O)c1ccc(NC(=O)CCS(=O)(=O)Cc2ccccc2)cc1	5.2%[76.3 µM]
O=C(O)CCCC(=O)N1CCOCCOCCOCCOCC1	2.5%

(further entries)
SMILES	GAA glycogen
CCCCNc1ncnc2c1cnn2Cc1ccc(Cl)cc1	-7.9%
CSc1ncc(C(=O)Nc2ccc(Br)cn2)c(C)n1	-0.1%
COc1ccc(CC(=O)N2CC(=O)Nc3ccc(F)cc3C2c2ccccc2)cc1 (stereo not drawn)	3.4%[76.3 µM]
CCOc1ccc(C(=O)N2CCC(c3noc(-c4ccc(S(=O)(=O)N5CCCC5)cc4)n3)CC2)cc1	-8.8%[76.3 µM]
CCN(CC)c1ccc(NC(=O)CCCN2C(=O)C(c3ccccc3)Oc3cccnc32)c(C)c1 (stereo not drawn)	24.7%[76.3 µM]
Cc1cccc(-n2c3nc(=O)n(C)c(=O)c-3cc3ccc(Cl)cc32)c1C	9.0%[76.3 µM]
Cc1cccc(C(=O)N2CCCCC2CCN2CCCCC2)c1 (stereo not drawn)	2.0%[76.3 µM]
COCCNc1ccc(-c2n[nH]c(=O)c3ccccc23)cc1[N+](=O)[O-]	-3.3%
Cc1noc(/C=C/c2ccco2)c1S(=O)(=O)N1CCC(C(=O)Nc2ccc(F)c(Cl)c2)CC1	-3.8%[76.3 µM]
O=S(=O)(c1ccc(F)cc1)N(Cc1nc(-c2ccc(Cl)cc2)no1)C1CCCCC1	-3.2%[76.3 µM]
CCOc1cc(NC(=O)Nc2ccccc2)c(OCC)cc1NC(=O)CC	0.0%[76.3 µM]
CCc1ccc(N(C(=O)c2snc(C(N)=O)c2N)C(C(=O)NC2CCCC2)c2ccncc2)cc1 (stereo not drawn)	3.2%

Going on with the list:
SMILES	GAA glycogen
Cc1ccc(NC(=O)Cn2nnc(C(=O)NCc3ccc(Cl)cc3)c2N)cc1F	-2.0%[76.3 µM]
O=C(NCC1CCCCC1)c1cccnc1Cl	7.5%
COC(=O)c1ccccc1NC(=O)CCc1c(C)nc2cc(-c3ccc(Cl)cc3)nn2c1C	13.4%[76.3 µM]
O=C(Nc1ccc(OCc2cc(=O)n3c4c(sc3n2)CCCC4)cc1)c1cccc(F)c1	6.5%[76.3 µM]
CCc1ccccc1NC(=O)CSc1nc2ccccc2nc1N1CCOCC1	14.9%[76.3 µM]
COc1ccc(NS(=O)(=O)c2ccc3[nH]c4c(c3c2)CCCC4)cc1Cl	5.2%[76.3 µM]
CCc1ccc(NS(=O)(=O)c2cccc3nsnc23)cc1	-13.3%
CC(C)(O)C#Cc1ccc(C(=O)N2CCC(CCC(=O)NC3CC3)CC2)cc1	-12.2%[76.3 µM]
CC(=O)N1c2ccc(S(=O)(=O)NCCC(=O)Nc3ccc(C)c(Cl)c3)cc2CC1C (stereo not drawn)	-3.2%[76.3 µM]
COc1cc(C(=O)NCc2nnc(SCC(=O)Nc3cccc(C(F)(F)F)c3)o2)cc(OC)c1OC	-16.7%[76.3 µM]
O=C(OCc1ccccc1C(F)(F)F)c1cc([N+](=O)[O-])ccc1N1CCOCC1	1.0%[76.3 µM]
COc1ccc(C(=O)OCC(=O)Nc2c(C)cccc2C)c(OC)c1OC	9.7%

(more compounds)
SMILES	GAA glycogen
CCN1CCC(N(Cc2ccc(F)cc2)C(=O)Nc2ccc(C)c(F)c2)CC1	11.5%[76.3 µM]
CCn1c(SCC(=O)NC2CC2)nnc1C(C)Oc1ccccc1 (stereo not drawn)	-7.0%[76.3 µM]
CSCCOC(=O)C1=C(C)NC(=O)NC1c1ccc2c(c1)OCO2 (stereo not drawn)	11.9%[76.3 µM]
Cc1cccc(C(=O)NCC2CCN(C(=O)c3cccc(C)c3)CC2)c1	0.5%[76.3 µM]
O=C(N/C(=C\c1ccc(Br)cc1)C(=O)N1CCOCC1)c1ccc([N+](=O)[O-])cc1	3.3%
COc1ccc(CCNC(=O)c2cc3sccc3n2Cc2ccc(Cl)cc2)cc1OC	-2.8%[76.3 µM]
O=C(COC(=O)c1ccc(O)cc1O)Nc1ccc(Cl)cn1	-2.3%[76.3 µM]
CCOc1ccc(-n2nc(CO)c(C(=O)NCc3ccccn3)n2)cc1	-9.3%[76.3 µM]
Cc1ccccc1C(=O)Nc1sc2c(c1C(=O)NCc1ccco1)CCC(C(C)(C)C)C2 (stereo not drawn)	-5.7%[76.3 µM]
Cc1ccc(S(=O)(=O)C2(C(=O)NC3CCCCC3)CC2)cc1	-1.7%[76.3 µM]
CCc1ccc(C2NC(=O)c3ccccc3O2)cc1 (stereo not drawn)	-0.4%
O=C1c2ccccc2NC(c2cccc([N+](=O)[O-])c2)N1O (stereo not drawn)	?
O=C(COCc1cc(-c2cccs2)on1)N1CCN(c2ccccc2)CC1	8.6%[76.3 µM]

This is a subset; rates above refer to the full screens.
